Source: PubChem (National Center for Advancing Translational Sciences (NCATS))
PI4K2A block = inhibitors of human PI4K2A | 0.13% of 420,000 active | Q9BTU6 | purified PI4K2A, ADP-Glo luminescence, 1 h; hits give low values | activity change, negative = inhibition, % at 76.9 µM | AID 1346378; in the data active = activity change below about -50%; inconclusive = mostly about -30% to -49%;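 note: -100% = wells without enzyme as full effect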
Target sequence (Q9BTU6 whole entry, looked up): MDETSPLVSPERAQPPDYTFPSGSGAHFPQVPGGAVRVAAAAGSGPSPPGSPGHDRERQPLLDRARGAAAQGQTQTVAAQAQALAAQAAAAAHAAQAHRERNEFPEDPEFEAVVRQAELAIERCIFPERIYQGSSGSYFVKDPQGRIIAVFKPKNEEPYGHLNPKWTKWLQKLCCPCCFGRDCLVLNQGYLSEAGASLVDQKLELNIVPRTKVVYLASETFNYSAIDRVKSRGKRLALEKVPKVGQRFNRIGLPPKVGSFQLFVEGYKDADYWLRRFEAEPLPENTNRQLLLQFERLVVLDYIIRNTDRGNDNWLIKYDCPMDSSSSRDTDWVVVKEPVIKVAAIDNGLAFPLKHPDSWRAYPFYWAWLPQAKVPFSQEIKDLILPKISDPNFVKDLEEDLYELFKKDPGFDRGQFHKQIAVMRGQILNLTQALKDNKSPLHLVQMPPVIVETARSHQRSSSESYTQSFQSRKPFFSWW
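In this quantitative HTS, ADP production by PI4K2A was quantified luminescently after 1 h at ambient temperature; 100 microM adenosine served as plate-quality control.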
BAZ2B inh = BAZ2B (human) inhibition | Q9UIF8 | AlphaScreen BAZ2B-H3K14Ac peptide displacement | Potency, µM (top dose mostly 114 µM), inactives show at the highest dose activity change, negative = inhibition, actives largely listed as inhibitors | 4.4% of 360,000 active; note: potency is the fitted concentration of half-maximal effect; % is set by controls: 0 for no effect and ±100 for the full control effect; nearly all actives have a fitted effect of over 60% in size
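AlphaScreen displacement of biotin-H3(5-23)K14Ac peptide (50 nM final) from BAZ2B (50 nM final) in PBS pH 7.4, 0.01% Tween-20; complex preformed 30 min RT, then compounds (top 110 uM) 30 min RT, beads 20 min dark.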
HP1b binding inh = inhibitors of HP1-beta chromodomain binding to methylated histone tails; AlphaScreen HP1-beta / biotin-H3K9me3 peptide binding; Potency, µM (doses to about 114 µM), for the others: at the top dose activity change, negative = inhibition, hits mostly inhibitors; 0.56% of 390,000 active; AID 540317; note: potency is the fitted concentration of half-maximal effect; nearly all actives have a fitted effect of over 70% in size; inactives centre near 23
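AlphaScreen: HP1-beta (50 nM) preformed 30 min with biotin-H3(1-18)K9me3 peptide (50 nM) in PBS pH 7.4, 0.01% Tween-20. Compound added for 30 min at RT, then streptavidin donor/nickel chelate acceptor beads (10 ug/mL) for 30 min.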
Pin1 inh = inhibitors of human Pin1; Q13526; 0.009% of 390,000 active; Potency, µM (highest dose often 115 µM), for inactives: at the highest dose activity, negative = inhibition, most hits filed as inhibitors; Pin1 FP peptide displacement, HiFluor488, 10 min; active = well fitted inhibition curve with a large enough effect in the polarisation, with a control signal flat, not every such curve was filed as active; inconclusive = small, poorly fitted or top-dose-only effect, or effect the other way, or a change in a side signal; inactive = no such curve, though single readings can be large or run the other way; the % refers to the polarisation; note: potency is the fitted concentration of half-maximal effect; % is set by controls: 0 for no effect and ±100 for the full control effect
Target sequence (Q13526 whole entry, looked up): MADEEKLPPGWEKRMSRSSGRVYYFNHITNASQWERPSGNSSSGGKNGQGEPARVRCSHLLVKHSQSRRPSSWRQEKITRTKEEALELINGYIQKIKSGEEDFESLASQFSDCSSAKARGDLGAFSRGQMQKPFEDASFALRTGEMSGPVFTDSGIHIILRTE
Tb PGK inh = blocks T. brucei phosphoglycerate kinase. P07378. PGK/GAPDH coupled, Kinase-Glo luminescence, 60 min. Potency, µM (series often up to 57.5 µM), for the others: at the top dose activity change, negative = inhibition, most hits filed as inhibitors. 0.043% of 380,000 active. AID 602233; note: potency is the fitted concentration of half-maximal effect; % is set by controls: 0 for no effect and ±100 for the full control effect; nearly all actives have a fitted effect of over 60% in size
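Recombinant glycosomal PGK reaction used 1,3-bisphosphoglycerate generated in-well by GAPDH (100nM final) in 100mM TEA pH 7.6, 5mM MgCl2, 0.01% Tween-20. After 60 minutes at room temperature, ATP was read by Kinase-Glo Plus luminescence end-point.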
G9a inh = inhibitors of human histone lysine methyltransferase G9a | 8.8% of 350,000 active | Potency, µM (series often up to 102 µM), without a hit: top-dose activity, negative = inhibition, hits mostly inhibitors | Q96KQ7 | G9a H3K9 monomethylation, AlphaScreen, 2 h; note: potency is the fitted concentration of half-maximal effect; % is set by controls: 0 for no effect and ±100 for the full control effect; nearly all actives have a fitted effect of over 75% in size
Target sequence (Q96KQ7 913-1193 limits assumed): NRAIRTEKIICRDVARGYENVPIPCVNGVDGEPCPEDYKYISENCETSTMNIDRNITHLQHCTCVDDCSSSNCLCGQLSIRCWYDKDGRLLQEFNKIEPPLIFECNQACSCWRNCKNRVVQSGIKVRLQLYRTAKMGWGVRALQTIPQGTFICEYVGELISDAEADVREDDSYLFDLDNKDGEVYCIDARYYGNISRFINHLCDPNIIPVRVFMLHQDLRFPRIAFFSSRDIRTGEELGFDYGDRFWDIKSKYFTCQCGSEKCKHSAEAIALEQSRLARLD
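Enzyme 20 nM + cpd, 15 min RT; add b-H3K9 pep 500 nM / SAM 20 uM; 2 h RT; anti-H3K9me1 Ab 0.5 ug/mL + SA donor / anti-rabbit acceptor beads 20 ug/mL each, 10 min; AlphaScreen read.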
GLS inhibitor = blocks human kidney-isoform glutaminase activity; Potency, µM (series often up to 45.5 µM), for inactives: at the top dose activity change, negative = inhibition, usual class: inhibitors; GLS enzymatic activity, qHTS titration; 0.21% of 410,000 active; O94925; note: potency is the fitted concentration of half-maximal effect; % is set by controls: 0 for no effect and ±100 for the full control effect
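hKGA; 45 mM KH2PO4 pH 8.2 + 0.02% Tween-20; cpd via pin tool; 1 mM Gln soln; GluOx/HRP/Amplex Red; RT 30 min; fluor. t0 & final.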
JMJD2A Tudor = blocks the human JMJD2A Tudor domain | O75164 | AlphaScreen JMJD2A-Tudor / H3K4me3 peptide binding | Potency, µM (top dose mostly 114 µM), for inactives: top-dose activity change, negative = inhibition, most hits filed as inhibitors | 4.4% of 390,000 active; note: potency is the fitted concentration of half-maximal effect; % is set by controls: 0 for no effect and ±100 for the full control effect; nearly all actives have a fitted effect of over 50% in size
Pol eta inh = blocks human DNA polymerase eta activity; Potency, µM (series often up to 114 µM), for inactives: at the top dose activity change, negative = inhibition, usual class: inhibitors; recombinant Pol eta, fluorescent DNA replication assay; Q9Y253; 1.2% of 390,000 active; note: potency is the fitted concentration of half-maximal effect; % is set by controls: 0 for no effect and ±100 for the full control effect
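Pol eta at 10 nM preincubated with compounds 15 min at room temperature; reaction started with fluorescent substrate (50 nM final) and read kinetically at 0 and 10 min.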
* marks the source's active call; other numbers are inactive results; i = inactive; u = inconclusive; x = no result given; [ ] = remark or other dose. Unless noted, calls come from the whole dose curve; as a rule, active = well fitted curve in the direction sought with a large enough effect; inconclusive = small, poorly fitted or top-dose-only effect, or another doubt; inactive = no such curve, though single readings can be large; an effect the other way counts as inactive or inconclusive.

SMILES	PI4K2A block	BAZ2B inh	HP1b binding inh	Pin1 inh	Tb PGK inh	G9a inh	GLS inhibitor	JMJD2A Tudor	Pol eta inh
Cc1ccc(N2CC(C(=O)Nc3ccc(S(=O)(=O)Nc4nccc(C)n4)cc3)CC2=O)cc1 (stereo not given)	1	-18%	27%	-4%	4%	1%[12.7 µM]	0%	-10%	-8%
COc1ccc(C)cc1NS(=O)(=O)c1cc(C)ccc1C	-1	-2%	25%	-5%	-2%	3%[12.7 µM]	16%	-13%	-13%
CCCCNCc1ccc(OCc2ccc(Cl)nc2)c(OC)c1	1	-4%	7%	1%	-6%	4%	5%	-13%	-3%
O=C(CSc1nnc(Nc2ccccc2)s1)Nc1cccnc1Cl	-1	-4%	22%	-4%	i	-23%	23%	-23%	0%
S=C(NCc1ccco1)Nc1ccc(Cl)cc1Cl	1	u	12%	0%	-7%	-2%	6%	-22%	-10%
CCOC(=O)N1CCc2c(sc(NC(=O)C3=COCCO3)c2C(N)=O)C1	1	-20%	26%	-3%	-1%	94%[activator]	14%	-15%	-7%
CC(C)(C)N(Cc1ccc2c(c1)OCO2)C(=O)/C=C\S(=O)c1ccccc1 (stereo not given)	-5	x	26%	1%	-1%	x	18%	-17%	-11%
COC(=O)c1sccc1NC(=O)c1cc(-c2ccc(C)cc2)nc2ccccc12	-1	4%	34%	0%	-9%	x	-2%	3%	-15%
COc1cc(C2=NOC(C(=O)NCc3ccc(F)cc3)C2)cc(OC)c1OC (stereo not given)	-3	0%	20%	-1%	0%	-3%[12.7 µM]	0%	-5%	-3%
COCCNC(=S)N(CCc1c(C)[nH]c2ccc(C)cc12)Cc1ccco1	2	35µM*	-15%	3%	-10%	45µM*	-1%	u	-9%
O=c1cc(-c2ccccc2)nc2nc(-c3ccccc3)[nH]n12	-1	12%	59%[activator]	2%	-13%	3%[59 µM]	10%	7%	-3%
O=C(COc1coc(CN2CCN(c3ccccc3F)CC2)cc1=O)NCC1CCCO1 (stereo not given)	4	7%	24%	u	-2%	8%[0.501 µM]	-4%	1%	-15%
Cc1nc2ccc(NC(=O)c3sccc3C)cc2s1	-4	8%	17%	-2%	-4%	0%[2.33 µM]	6%	-9%	-7%
CCOC(=O)CN1C(=O)NC(C)(c2ccc(OC(F)F)cc2)C1=O (stereo not given)	0	15%	65%[activator]	1%	-9%	35%	-18%	-5%	-12%
O=[N+]([O-])c1ccc(Cl)c(/C=N/NC(=S)Nc2ccccc2)c1	0	-1%	10%	-9%	3%	-9%[0.0925 µM]	-4%	-10%	-11%
COc1ccc(C2=CC(c3ccccc3Cl)n3nc(-c4ccc(C)cc4)nc3N2)cc1 (stereo not given)	0	11µM*	-11%	-1%	0%	u	-6%	u	-9%
Cc1cccc(OCCCC(=O)Nc2ccc(Br)cc2)c1	-4	11%	52%[activator]	6%	19%	9%	5%	18%	2%
CCC1(CC)Cc2ccccc2C(CC(=O)N2CCOCC2)=N1	9	56µM*	-24%	u	-9%	40µM*	11%	22µM*	-4%
CC(=O)c1ccc(NC(=O)c2cc(C)no2)cc1	-4	-1%	17%	1%	-5%	-2%	1%	-8%	-17%
CN(CC1COc2ccccc2O1)C(=O)c1ccc(Cl)c(S(=O)(=O)N2CCCCCC2)c1 (stereo not given)	-1	0%	16%	u	7%	8%[59 µM]	0%	-14%	-7%
N#Cc1cccc(Cn2nnc(-c3ccccc3)n2)c1	1	23%	56%	0%	-4%	14%[59 µM]	7%	7%	-17%
COc1cccc(NC(=O)C2CCCN(S(=O)(=O)c3ccc(-n4cnnn4)cc3)C2)c1 (stereo not given)	-4	-23%	37%[activator]	3%	3%	-31%	-1%	2%	-5%
CCCCn1c(=O)cc(N2CCOCC2)[nH]c1=O	-3	-5%	38%[activator]	0%	2%	-32%	13%	-14%	-2%
Cc1cc(NS(=O)(=O)c2ccc(N3C(=O)C4C5C=CC(C5)C4C3=O)cc2)nc(C)n1 (stereo not given)	-1	-9%	-7%	-6%	-22%	-36%[59 µM]	7%	u	-10%
CCOC(=O)Cc1csc(NC(=O)CN2CCN(CC)CC2)n1	-2	-23%	15%	0%	2%	6%	9%	-10%	0%
CC(=O)Nc1ccc(NC(=O)C(C)OC(=O)c2ccc(S(=O)(=O)N3CCCCCC3)cc2)cc1 (stereo not given)	-10	x	4%	3%	-3%	x	-18%	-17%	9%
O=C(CNC(=O)c1ccccc1)NCc1nc2ccccc2[nH]1	-3	9%	0%	u	-3%	22%	1%	-11%	0%
CC1(C)Cc2ccccc2C(N/N=C/c2cccc(F)c2)=N1	-1	-7%[57.1 µM]	58%[activator]	-11%	i	40µM*	-5%	u	-11%
CCOc1cc(Cl)c(S(=O)(=O)NCc2ccccn2)cc1Cl	3	5%	16%	-3%	2%	-47%[59 µM]	5%	-26%	5%
O=C(COC(=O)CNC(=O)c1ccccc1F)Nc1ccc2[nH]c(=O)[nH]c2c1	-2	0%	14%	1%	-6%	26%[0.501 µM]	7%	-34%	-16%
Clc1ccc(CSc2nnc(/C=C/c3ccccc3)o2)c(Cl)c1	1	7%	178%	-1%	-5%	20%[59 µM]	2%	47%[activator]	-13%
CCC(CO)n1c(SCc2cc(=O)oc3cc(C)ccc23)nc2ccccc2c1=O (stereo not given)	-7	-12%	25%	19%	-3%	u	5%	-34%[57.1 µM]	3%
COc1cccc(-c2nn(C)c3sc(C(=O)NCc4ccc5c(c4)OCO5)cc23)c1	-3	1%	22%	39%[activator]	i	-7%	-1%	-11%	-4%
Cc1occc1-c1nnc(SCC(=O)NCc2ccc3c(c2)OCO3)n1CC(C)C	1	2%	40%[activator]	-2%	-5%	-34%[59 µM]	-6%	-4%	-9%
COc1ccc(OC)c(NC(=O)COC(=O)Cc2ccsc2)c1	1	x	22%	3%	0%	x	13%	-10%	0%
COc1cc(C)c(C)cc1S(=O)(=O)Nc1cccc(-c2ccc(N3CCOCC3)nn2)c1	0	-14%	14%[57 µM]	3%	-3%	u	-11%	-9%	-20%
O=C(COC(=O)c1c2c(nc3ccccc13)/C(=C/c1ccco1)CC2)NC1CCCC1	u	10µM*	u	u	-16%	3.5µM*	18µM*	u	3.5µM*
COc1cc(-c2nc(-c3ccccc3)c(-c3ccc(F)cc3)[nH]2)cc2c1OCO2	4	u	-13%	1%	-3%	-10%[59 µM]	4%	-22%	-17%
O=C(/C=C/c1ccco1)N(Cc1ccccc1F)C1CCS(=O)(=O)C1 (stereo not given)	-8	-27%	41%[activator]	-16%	-7%	u	-18%	-15%	u
Cn1c(SCC(=O)N2CCCCC2)nc2c(c1=O)SCC2	-4	-37%	12%	7%	i	9%	14%	-7%	-7%
Clc1ccccc1Nc1nnc(-c2ccncc2)s1	u	1%	23%	-9%	u	15%[59 µM]	20%	-12%	4%
CCCCCCC1/C(=N/O)CCC1C(=O)OC (stereo not given)	-15	2%	22%	2%	-8%	-5%[12.7 µM]	10%	-4%	-1%
Cc1ccc(C)c(NC(=S)N2CCCCCC2)c1	1	0%	33%	-2%	-6%	22%[59 µM]	-4%	0%	-18%
COc1cccc(NC(=O)CN2CCN(CC(=O)Nc3ccc(F)cc3)CC2)c1	10	4%	63%[activator]	0%	1%	35µM*	-14%	-11%	-21%

Filtered by structure, the compounds so far with fluorine.
SMILES	PI4K2A block	BAZ2B inh	HP1b binding inh	Pin1 inh	Tb PGK inh	G9a inh	GLS inhibitor	JMJD2A Tudor	Pol eta inh
COc1cc(C2=NOC(C(=O)NCc3ccc(F)cc3)C2)cc(OC)c1OC (stereo not given)	-3	0%	20%	-1%	0%	-3%[12.7 µM]	0%	-5%	-3%
O=C(COc1coc(CN2CCN(c3ccccc3F)CC2)cc1=O)NCC1CCCO1 (stereo not given)	4	7%	24%	u	-2%	8%[0.501 µM]	-4%	1%	-15%
CCOC(=O)CN1C(=O)NC(C)(c2ccc(OC(F)F)cc2)C1=O (stereo not given)	0	15%	65%[activator]	1%	-9%	35%	-18%	-5%	-12%
CC1(C)Cc2ccccc2C(N/N=C/c2cccc(F)c2)=N1	-1	-7%[57.1 µM]	58%[activator]	-11%	i	40µM*	-5%	u	-11%
O=C(COC(=O)CNC(=O)c1ccccc1F)Nc1ccc2[nH]c(=O)[nH]c2c1	-2	0%	14%	1%	-6%	26%[0.501 µM]	7%	-34%	-16%
COc1cc(-c2nc(-c3ccccc3)c(-c3ccc(F)cc3)[nH]2)cc2c1OCO2	4	u	-13%	1%	-3%	-10%[59 µM]	4%	-22%	-17%
O=C(/C=C/c1ccco1)N(Cc1ccccc1F)C1CCS(=O)(=O)C1 (stereo not given)	-8	-27%	41%[activator]	-16%	-7%	u	-18%	-15%	u
COc1cccc(NC(=O)CN2CCN(CC(=O)Nc3ccc(F)cc3)CC2)c1	10	4%	63%[activator]	0%	1%	35µM*	-14%	-11%	-21%

Part of the list above with just Pin1 inh.
structure | Pin1 inh
CCCCn1c(=O)cc(N2CCOCC2)[nH]c1=O | 0%
Cc1nc2ccc(NC(=O)c3sccc3C)cc2s1 | -2%

A portion of the library; rates above refer to the full screens.
